TbPYK inhibitor: T. brucei pyruvate kinase inhibition. Q57TT1. TbPYK enzyme, Kinase-Glo Plus ATP luminescence, 45 min. Potency, µM (top dose mostly 76.8 µM), for the others: top-dose activity, negative = inhibition, actives largely listed as inhibitors. actives 0.12% (n = 410,000). AID 624173; also: nearly all actives have a fitted effect of over 50% in size
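Readout: single end-point luminescence (Kinase-Glo Plus, 10 min). Reaction conditions were TbPYK/substrate plus 130 uM ADP, 45 min at RT, pH 7.2 TEA buffer. No-enzyme wells served as controls, and data were normalized before concentration-response fitting.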
HCV inhibitor: blocks hepatitis C virus. AID 651820. Potency, µM (doses to about 41.8 µM), for the others: top-dose activity change, negative = inhibition, most hits filed as inhibitors. actives 3.4% (n = 340,000). Huh7.5.1 HCVcc-Cre infection, luciferase reporter, 44 h
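HCVcc-Cre virus at an moi near 0.5 was added right after compound to cells cultured 4 h from seeding (1,000 cells/well). Luciferase activity was determined 44 h later, 15 min after substrate addition at RT.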
Active calls of the source: *; u = inconclusive. Calls follow the shape of the dose curve; as a rule, active = well fitted curve in the direction sought with a large enough effect; inconclusive = small, poorly fitted or top-dose-only effect, or another doubt; inactive = no such curve, though single readings can be large; an effect the other way counts as inactive or inconclusive. % is scaled to controls: 0 for no effect and ±100 for the full control effect; potency is read from the fitted curve at half-maximal effect. This is a subset; the hit share may differ from the screen's.

SMILES	TbPYK inhibitor	HCV inhibitor
Cn1c(=O)c2[nH]c(CCCCCc3nc4ccccc4[nH]3)nc2n(C)c1=O	-8%	13%
Cc1cc(C)cc(OCC(=O)OCc2cc([N+](=O)[O-])cc3c2OCOC3)c1	6%	1%
Cn1c(SCC(=O)NC(=O)Cc2ccccc2)nnc1-c1ccc(F)cc1	0%	7%
NC(=O)Cn1c(S(=O)(=O)Cc2ccccc2)nc2ccccc21	2%	9%
NC(=S)N=Nc1c(O)cc(O)c2[nH]c(=O)ccc12	u	0%
COc1ccc(NS(=O)(=O)c2cc(C(=O)NNC(=O)c3ccncc3)ccc2OC)c(OC)c1	7%	0%
COCc1c(C(=O)OCC(=O)c2ccc[nH]2)oc2ccccc12	3%	u
N#C[C@H]1C(O)C(O)c2ccccc2N1C(=O)c1ccccc1 (stereo partly specified)	12%	11%
Cn1cccc1C(=O)OCC(=O)Nc1ccc2[nH]c(=O)[nH]c2c1	1%	9%
CCOc1cc(N2CCOCC2)c(OCC)cc1NC(=O)CSc1nnc(N)s1	-2%	-12%
O=C(COC(=O)c1c2c(nc3ccccc13)/C(=C\c1ccco1)CC2)NC1CCCC1	-7%	u
CC(Nc1nc(-c2ccc(F)cc2)cs1)c1nc2cc(Cl)c(N3CCCCC3)cc2n1CCOCCO (stereo unspecified)	-1%	u
Cc1ccccc1-c1nnc(-c2cccc3ccccc23)o1	-1%	-29%
CC(Nc1ccc([N+](=O)[O-])cc1[N+](=O)[O-])c1ccccc1 (stereo unspecified)	-6%	u
Cc1ccccc1S(=O)(=O)NC(=NCc1ccc(F)cc1)c1ccccc1	-5%	5%
O=c1[nH]nc(-c2ccccc2)cc1-c1ccccc1	-1%	-8%
CCOC(=O)c1c(C)[nH]c(C)c1C(=O)COC(=O)CCc1ccccc1	0%	18%
COc1cccc(C(=O)Nc2cc(S(=O)(=O)N3CCOCC3)ccc2N2CCOCC2)c1	5%	-13%
COC(=O)c1cc2c(ccc3ccccc32)oc1=O	5%	2%
O=C(Nc1ccccc1)Nc1ccc(O)c2ccccc12	-14%	25%
CN(CC1COc2ccccc2O1)C(=S)Nc1ccccc1 (stereo unspecified)	3%	6%
O=C1C=C(C2CCCCC2)C(=O)c2ccccc21	2%	-4%
NS(=O)(=O)c1ccc(NC(=O)COC(=O)C2CC2)cc1	-4%	13%
O=C(Cc1ccc([N+](=O)[O-])cc1)Nc1cccc(C(=O)N2CCOCC2)c1	-5%	9%
COc1ccccc1N1CCN(CCCN2C(=O)C3CCCN3C2=O)CC1 (stereo unspecified)	-2%	15%
Following part.
SMILES	TbPYK inhibitor	HCV inhibitor
CC1CC(C(=O)Nc2ccccc2)C(=O)O1 (stereo unspecified)	5%	16%
O=C(COC(=O)c1ccco1)NC1CCCc2ccccc21 (stereo unspecified)	1%	-11%
C[C@H](NC(=O)c1ccco1)C(=O)OCC(=O)N1CC(=O)Nc2ccccc21	-2%	12%
O=C1c2ccccc2CCc2ccccc21	2%	14%
CC(=O)Nc1c(Cl)cnn(-c2ccccc2)c1=O	1%	u
COC(=O)c1sc(NC(=O)c2ccc3c(c2)OCO3)c(C#N)c1C	-10%	12%
COC(=O)C(NC(=O)C(NC(=O)C1CCC(C)CC1)C(C)C)C(C)C (stereo unspecified)	3%	-9%
CC(=O)Nc1ccc(C=NNC(=O)c2ccc(NS(=O)(=O)c3cccs3)cc2)cc1	-1%	22%
CCCCSc1n[nH]c(=S)c2nc[nH]c12	-8%	0%
COC(=O)C1=C(c2cccc(OC)c2OC)C[C@@H]2CC[C@H]1N2C(=O)NCCO	5%	3%
O=C(Nc1csc(Cl)c1)c1ccccc1	-2%	0%
COCCCNC(=O)CC1C[C@H](C(=O)N2CCCCC2)[C@@]2(CCc3ccccc3)c3[nH]c4ccc(OC)cc4c3CCN2C1=O (stereo partly specified)	0%	19%
O=C(CCNC(=O)c1ccc([N+](=O)[O-])cc1)NCc1cccs1	7%	13%
CCCC1SCC(C)(C)NC1=O (stereo unspecified)	13%	15%
O=C(C[C@@H]1C/C=C\CC[C@@H](Cc2ccc(F)cc2)C(=O)OC[C@@H]2CCCN2C1=O)NCCO	1%	3%
N#Cc1ccc(C(=O)Nc2cc(S(=O)(=O)N3CCOCC3)ccc2N2CCCC2)cc1	4%	14%
O=C(NC(=S)N1CCCCC1CO)c1cccs1 (stereo unspecified)	-13%	-4%
O=C(CSc1nnc(-c2ccc3c(c2)OCO3)o1)Nc1c(F)cccc1F	-2%	-15%
Cn1ncc2c(N)nc(NCCO)nc21	-1%	21%
COc1ccc(S(=O)(=O)N(C)C[C@H]2Oc3c(NC(=O)Nc4ccccc4)cccc3C(=O)N([C@H](C)CO)C[C@@H]2C)cc1	1%	u
Cn1cnc(C(=O)NCc2ccccc2)c1C(=O)NCc1ccccc1	2%	4%
CCN(C[C@H]1N[C@@](Cc2ccccc2)(C(=O)OC)[C@H]2C(=O)N(Cc3ccccc3)C(=O)[C@@H]12)C(=O)Nc1ccc(C)cc1	-1%	u
COc1cccc(C=CC(=O)C=CC=Cc2ccccc2)c1	2%	1%
O=C(CNC(=O)c1cccc(F)c1)NC1CC1	5%	u
COCC(=O)Nc1ccc(N2CCOCC2)c(S(=O)(=O)Nc2ccc(OC)cc2)c1	-6%	u

An excerpt from above in order of formula weight, high to low.
SMILES	TbPYK inhibitor	HCV inhibitor
COCCCNC(=O)CC1C[C@H](C(=O)N2CCCCC2)[C@@]2(CCc3ccccc3)c3[nH]c4ccc(OC)cc4c3CCN2C1=O (stereo partly specified)	0%	19%
O=C(CCNC(=O)c1ccc([N+](=O)[O-])cc1)NCc1cccs1	7%	13%
CC1CC(C(=O)Nc2ccccc2)C(=O)O1 (stereo unspecified)	5%	16%

Copied from the list:
Entry for `O=C(COC(=O)c1ccco1)NC1CCCc2ccccc21` (stereo unspecified) in HCV inhibitor: -11%
Entry for `O=C(C[C@@H]1C/C=C\CC[C@@H](Cc2ccc(F)cc2)C(=O)OC[C@@H]2CCCN2C1=O)NCCO` in HCV inhibitor: 3%
Entry for `N#Cc1ccc(C(=O)Nc2cc(S(=O)(=O)N3CCOCC3)ccc2N2CCCC2)cc1` in TbPYK inhibitor: 4%
Entry for `CCCC1SCC(C)(C)NC1=O` (stereo unspecified) in HCV inhibitor: 15%

Additional compounds.
SMILES	TbPYK inhibitor	HCV inhibitor
S=C(CN1CCCC1=S)N1CCOCC1	9%	16%
CCS(=O)(=O)c1ccc(O)c(NC(=O)c2cc(-c3ccccn3)nc3ccccc23)c1	0%	6%
CSc1nc(N)nc2c1ncn2CC(=O)NCc1ccc2[nH]ccc2c1	1%	u
COc1ccc(OC)c(C(=O)COC(=O)COc2ccccc2)c1	3%	2%
COc1cc2c(cc1OC)C(C(N)=O)NCC2 (stereo unspecified)	-3%	13%
COc1ccc(C(=O)NCC(=O)OCC(=O)NCc2ccco2)cc1	3%	10%
CCOC(=O)C(C#N)=CN1CCN(C(=O)CCCl)c2ccccc21	-6%	2%
Cc1ccccc1-c1cc(C(=O)NCc2cccc(Br)c2)nn1CC1CC(c2cccc([N+](=O)[O-])c2)=NO1 (stereo unspecified)	-1%	u
O=S(=O)(Oc1ccccc1)c1ccc(Cl)c(Cl)c1	1%	8%
O=c1[nH]c(=S)n(-c2ccc(Br)cc2)c2ncccc12	-4%	8%
CCN1C[C@@H]2[C@@H]3C(=O)N(C)C(=O)[C@@H]3[C@](CC)(C1=O)N2C(=O)c1ccc(C)cc1	-1%	2%
CSc1ccccc1C(=O)OCC(=O)Nc1cccnc1Cl	3%	6%
CC(=O)Nc1cccc(NCC(=O)Nc2cc(S(=O)(=O)N3CCCCC3)ccc2Cl)c1	-4%	u
CN(C)C(CNC(=O)c1cc2ccccc2o1)c1ccco1 (stereo unspecified)	5%	3%
ClCCN1CCSCC1	2%	6%
CC1Cc2ccccc2N1C(=O)c1ccc2c(c1)OCO2 (stereo unspecified)	4%	4%
COC(=O)C1C2CC(=O)C(C2)C1C(=O)OC (stereo unspecified)	-17%	0%
CC1CC(=O)Nc2ccccc2N1C(=O)CN1C(=O)C(=O)N(C)C1=O (stereo unspecified)	0%	1%
COC(=O)[C@]1(Cc2ccccc2)N[C@H](CN(C)S(=O)(=O)c2ccc(OC(F)(F)F)cc2)[C@@H]2C(=O)N(Cc3ccccc3)C(=O)[C@@H]21	3%	7.1µM*
CCCCCCC(Cl)(Cn1ccnc1)c1ccccc1 (stereo unspecified)	-1%	-27%
O=C(NN=Cc1ccccc1C(=O)O)c1cccc(S(=O)(=O)Nc2cccc(C(F)(F)F)c2)c1	1%	26%
CCC1(c2ccc(N)cc2)CCC(=O)NC1=O (stereo unspecified)	4%	0%
O=C(COC(=O)/C=C/c1ccccc1)NCCc1ccc(F)cc1	-4%	-3%
COC(=O)C1CCN(C(=O)COC(=O)c2cc(S(=O)(=O)N3CCOCC3)ccc2C)CC1	4%	u
CCN(CC)C(=O)[C@H]1C[C@H](CC(=O)NCCCn2ccnc2)C(=O)N2CCc3c([nH]c4ccc(Cl)cc34)[C@]12C	5%	-6%

Pulled by compound from the list above, three records:
SMILES	TbPYK inhibitor	HCV inhibitor
COC(=O)C1CCN(C(=O)COC(=O)c2cc(S(=O)(=O)N3CCOCC3)ccc2C)CC1	4%	u
CC1CC(=O)Nc2ccccc2N1C(=O)CN1C(=O)C(=O)N(C)C1=O (stereo unspecified)	0%	1%
CN(C)C(CNC(=O)c1cc2ccccc2o1)c1ccco1 (stereo unspecified)	5%	3%

(cont.)
SMILES	TbPYK inhibitor	HCV inhibitor
OCC1(CO)CC2(C1)CC(CO)(CO)C2	-6%	3%
O=c1cc(-c2ccc(F)cc2)oc2ccccc12	-3%	-7%
CC[C@H](C)[C@H]1CNC(=O)C(=O)N1CC1CCN(CCc2ccc(Cl)c(Cl)c2)CC1	0%	-12%
CC1CCCC(C)N1C(=O)COC(=O)c1ccc([N+](=O)[O-])o1 (stereo unspecified)	-4%	-11%
Nc1cc2cccnc2cc1Cl	-2%	0%
O=C(Nc1ccc(S(=O)(=O)Nc2ncccn2)cc1)C12CC3CC(CC(Cl)(C3)C1)C2	0%	-12%
O=C(CSc1cccc[n+]1[O-])Nc1ccc(Cl)cc1F	2%	15%
CCCCNc1nc(Cl)nc(Nc2ccc(C)cc2)n1	-6%	-6%
NC(=S)NN=C1CCSCC1	8%	-4%
CC(Oc1ccccc1F)c1nnc(SCC(=O)N(c2ccccc2)C2CCS(=O)(=O)C2)o1 (stereo unspecified)	5%	u
CN(C)c1ccc(NC(=O)c2cc3c(=O)n4ccccc4nc3n2C)cc1	-6%	u
COC(=O)c1cc(NC(=O)CN(C)C2CCS(=O)(=O)C2)cc(C(=O)OC)c1 (stereo unspecified)	-8%	18%
C[C@H]1CN([C@@H](C)CO)C(=O)c2cc(NC(=O)NC3CCCCC3)ccc2O[C@H]1CN(C)C(=O)Nc1ccc(C(F)(F)F)cc1	0%	5%
CC(=O)OC1(C(C)=O)CCC2C3CC4OC45CC(O)CCC5(C)C3CCC21C (stereo unspecified)	-4%	18%
Nc1nc(=S)c2ncn(C3CCCCC3)c2[nH]1	u	6%
Cn1c(=O)c2[nH]c(C3CCC3)nc2n(C)c1=O	-1%	-4%
CC12CCC(=O)C=C1CCC1C2CCC2(C)C(C(=O)CO)CC(O)C12 (stereo unspecified)	0%	13%
O=C(OC1CCCC1)c1ccc(Cl)cc1Cl	4%	-5%
O=C(O)c1cc(N2C(=O)C=CC2=O)cc(N2C(=O)C=CC2=O)c1	u	10%
c1ccc(-n2nnc(-c3nccs3)n2)cc1	-23%	u
COc1ccc2c3c1OC1C(=O)CC[C@@]4(O)[C@@H](C2)N(CC2CC2)CC[C@]314 (stereo partly specified)	0%	16%
Cc1ccc([C@H]2C(C(=O)O)=CC[C@@H](c3ccc(Cl)c(Cl)c3)N2S(=O)(=O)c2ccc(C)cc2)cc1	2%	15%
Cc1ccc(NC(=O)c2nc[nH]c2C(=O)NCCCCCCNC(=O)c2[nH]cnc2C(=O)Nc2ccc(C)cc2)cc1	1%	11%
Cc1ccc(NC(=O)COC(=O)c2nn(C)c(=O)c3ccccc23)cc1F	0%	5%
COc1ccc(C(CNC(=O)CN(C)S(=O)(=O)c2ccc(C)cc2)N2CCCC2)cc1 (stereo unspecified)	0%	-13%
Cc1ccc(-c2nc3ncccc3o2)cc1NC(=O)c1ccco1	1%	-12%
COc1ccc2c(c1)CCCC2=O	4%	6%
C#C[C@]1(O)CCC2C3C(=O)C=C4C=CCC[C@]4(C)C3CC[C@@]21C (stereo partly specified)	-4%	2%
O=C(Cn1c(NCCCl)nc2ccccc21)c1ccc(Br)cc1	1%	-25%

Single records (already shown). Order of values: TbPYK inhibitor	HCV inhibitor
`CCC1(c2ccc(N)cc2)CCC(=O)NC1=O` (stereo unspecified) reads 4%	0%
`COC(=O)c1cc2c(ccc3ccccc32)oc1=O` reads 5%	2%
